Source: PubChem (Sanford-Burnham Center for Chemical Genomics)
Apaf-1 inh: human Apaf-1 inhibition. O14727. reconstituted apoptosome caspase-3 activity, DEVD-Rh110 fluorescence. inhibition, % at 20 µM. 330,000 compounds, 0.71% hits; active = inhibition of at least 40% at 20 µM;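 also: plate controls were DMSO wells for no effect and DEVD-CHO caspase inhibitor wells for full effect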
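System – cell-free apoptosome with Apaf-1, procaspase-3 and caspase-9 · Buffer or medium – pH 7.5 Hepes buffer with CHAPS, BSA, DTT · Also added – cytochrome c with DEVD-Rh110 · Times – 30 min compound preincubation, 50 min activation, room temperature · Technique – Rh110 fluorescence intensity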
SENP6 block: SENP6 protease inhibition; Q9GZR1; 330,000 compounds, 1.8% hits; Recombinant SENP6 catalytic domain, aminoluciferin luminescence; inhibition, % at 10 µM;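 active = inhibition above about 50% at the single tested dose, limit read from the data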;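 also: plate controls were DMSO wells with enzyme for no effect and DMSO wells lacking enzyme for full effect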
Target sequence (Q9GZR1 628-1112 limits assumed): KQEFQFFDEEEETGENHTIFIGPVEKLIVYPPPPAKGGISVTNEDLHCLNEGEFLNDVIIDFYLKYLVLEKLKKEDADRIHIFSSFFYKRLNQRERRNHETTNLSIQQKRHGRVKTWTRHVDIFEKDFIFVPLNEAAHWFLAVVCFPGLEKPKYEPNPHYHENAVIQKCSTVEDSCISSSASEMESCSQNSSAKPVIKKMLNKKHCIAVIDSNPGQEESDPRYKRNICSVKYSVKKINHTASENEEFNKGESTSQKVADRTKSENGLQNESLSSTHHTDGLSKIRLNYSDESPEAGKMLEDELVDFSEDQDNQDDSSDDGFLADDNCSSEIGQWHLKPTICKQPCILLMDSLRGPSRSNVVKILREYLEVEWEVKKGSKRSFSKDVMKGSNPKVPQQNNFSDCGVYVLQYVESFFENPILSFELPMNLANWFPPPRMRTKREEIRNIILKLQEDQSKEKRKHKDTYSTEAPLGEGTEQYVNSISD
SENP7 inh: inhibitors of human SENP7 protease; 330,000 compounds, 1.5% hits; recombinant SENP7, Z-RLRGG-aminoluciferin luminescence, 40 min; AID 434973; inhibition, % at 5 µM; Q9BQF6;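 active = inhibition above about 50% at the single test dose, limit read from the data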;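 also: plate controls were DMSO with enzyme for no effect and no enzyme buffer wells for full effect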
Target sequence (Q9BQF6 706-1050 limits assumed): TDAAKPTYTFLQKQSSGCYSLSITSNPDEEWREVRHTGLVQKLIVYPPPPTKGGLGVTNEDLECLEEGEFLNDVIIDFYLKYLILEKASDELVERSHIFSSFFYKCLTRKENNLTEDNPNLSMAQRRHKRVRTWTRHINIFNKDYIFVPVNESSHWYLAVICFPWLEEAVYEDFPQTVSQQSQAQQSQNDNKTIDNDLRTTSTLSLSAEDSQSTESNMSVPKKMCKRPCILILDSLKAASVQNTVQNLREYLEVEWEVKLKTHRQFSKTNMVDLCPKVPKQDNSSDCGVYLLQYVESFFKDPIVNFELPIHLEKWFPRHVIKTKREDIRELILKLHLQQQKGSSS
SENP1 FRET inh: blocks the human SENP1 SUMO protease catalytic domain; AID 624204; recombinant SENP1 catalytic domain, CyPet-SUMO1-YPet FRET cleavage; inhibition, % at 10 µM; Q9P0U3; 360,000 compounds, 0.21% hits;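 active = inhibition at least 30% at 10 µM, raw YFP signal under a set limit, fluorescence ratio 0.5 to 1.5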;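 also: 0% = enzyme with DMSO and 100% = no enzyme wells; some results filed as inactive read as strong as hits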
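Test system: human SENP1 catalytic domain; medium: Tris pH 8 buffer plus EDTA, NaCl, BME, BSA, NP40, catalase; incubation: 50 min reaction at room temperature; technique: FRET, CFP and YFP emission; controls: no-enzyme low control and enzyme-plus-DMSO high control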
SENP8 block-1: SENP8 protease inhibition | purified SENP8, Z-RLRGG-aminoluciferin cleavage, luminescence | 330,000 compounds, 1.2% hits | AID 2540 | inhibition, % at 10 µM | Q96LD8; in the data active = inhibition above about 50%
Target sequence (Q96LD8 whole entry, looked up): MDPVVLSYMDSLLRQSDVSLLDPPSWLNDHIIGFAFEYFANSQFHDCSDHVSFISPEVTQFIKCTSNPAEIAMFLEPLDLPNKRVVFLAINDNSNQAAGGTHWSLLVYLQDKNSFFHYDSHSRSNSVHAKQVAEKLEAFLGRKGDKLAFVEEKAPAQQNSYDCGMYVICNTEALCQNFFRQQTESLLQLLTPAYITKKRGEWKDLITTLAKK
NLRP3 yeast inh: NALP3 inhibition in yeast | inhibition, % at 10 µM | Yeast reconstituted NLRP3/ASC/caspase-1, beta-gal luminescence, 24 h | 330,000 compounds, 0.39% hits | AID 2825;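 active = inhibition of 50% or more; inactive = inhibition below 50%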;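 also: plate controls were induced DMSO wells for no effect and uninduced yeast grown without galactose for full effect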
PfGluPho inh: PfG6PD (Plasmodium falciparum) enzyme inhibition; PfGluPho enzyme, NADPH resazurin-diaphorase fluorescence; inhibition, % at 20 µM; 350,000 compounds, 0.78% hits;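 active = inhibition reaching at least a set limit at 20 µM in the primary screen, cut at about 59% in these data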;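 also: 0% = DMSO wells with substrate and 100% = DMSO wells lacking glucose-6-phosphate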
SENP8 block-2: inhibitors of human SENP8 protease; Q96LD8; recombinant SENP8, Nedd8 substrate fluorescence; inhibition, % at 20 µM; 360,000 compounds, 0.64% hits; AID 602440; in the data active = inhibition mostly above about 40%, no sharp cut-off; inactive = mostly below about 27%
HKDC1 inhibitor: HKDC1 (human) hexokinase inhibition | recombinant HKDC1, G6PDH/diaphorase resazurin coupled fluorescence | inhibition, % at 20 µM | 340,000 compounds, 0.16% hits;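 active = inhibition above about 35% when tested at 20 µM, limit read from the data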;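 also: plate controls were DMSO wells with enzyme for no effect and DMSO wells lacking enzyme for full effect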
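test system = in-house recombinant HK5 (HKDC1) enzyme | amount = HKDC1 at 5 µg/mL | control set = DMSO-enzyme wells negative, buffer-substituted wells positive | compound = one dose of 20 µM, 1% DMSO | schedule = reaction time 90 min, room temperature, protected from light | technique = resorufin fluorescence at 613 nm | reagent = glucose with 1 mM ATP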
* marks the source's active call; other numbers are inactive results; i = inactive; x = not tested or not shown.

Each structure is followed by: Apaf-1 inh	SENP6 block	SENP7 inh	SENP1 FRET inh	SENP8 block-1	NLRP3 yeast inh	PfGluPho inh	SENP8 block-2	HKDC1 inhibitor
> Cc1cccc(CCNC(=O)C2CCN(S(=O)(=O)N3CCOCC3)CC2)c1
  -1	1	5	1	-7	7	0	5	-5
> O=[N+]([O-])c1ccc(S(=O)(=O)N2CCN(c3ccc(N4CCOCC4)nn3)CC2)cc1
  2	-3	-3	1	17	8	2	5	3
> COc1ccc(C(CNc2nc(-c3cccnc3)nc3ccccc23)N(C)C)cc1 (stereo not drawn)
  14	-15	1	-7	5	14	-1	-15	0
> Cc1ccc(S(=O)(=O)NN=C2C3CC4CC(C3)CC2C4)cc1[N+](=O)[O-]
  10	-25	-5	1	-11	9	-20	6	-5
> COc1ccc(-c2nc(CSCC(=O)NCc3ccc4c(c3)OCO4)c(C)o2)cc1
  11	-8	13	1	-11	21	-2	6	-7
> Cc1nc(OCc2c(C)noc2C)c2ccccc2n1
  0	-1	4	-11	4	-2	-6	2	-7
> CCOc1cccc2sc(N(CCN(C)C)C(=O)CCS(=O)(=O)c3ccccc3)nc12
  -5	-2	1	-1	4	7	8	6	3
> CN(C)S(=O)(=O)c1ccc(C(=O)Nc2ccccc2[N+](=O)[O-])cc1
  -11	-10	-5	1	2	11	-15	23	-5
> CC(=O)O[C@]1(C(C)=O)CCC2C3C=C(C)C4=CC(=O)CC[C@]4(C)C3CC[C@@]21C (stereo partly drawn)
  20	-7	-7	-1	-1	-11	-5	20	1
> COc1ccccc1OCCNC(=O)CSC(=S)N1CCCC1
  -11	-11	-1	2	-3	29	9	0	2
> Cc1nc2sccn2c(=O)c1S(=O)(=O)N1CCN(c2ccccc2)CC1
  1	-10	-3	-1	-1	4	-1	17	-5
> CCc1c(O)cc2n(c1=O)-c1ccc(Cl)cc1C2(C)C
  -7	4	2	-5	3	6	-9	-64	1
> Nc1ccc2oc(CCc3ccccc3)nc2c1
  9	43	31	-7	0	27	24	-165	6
> O=C(COC(=O)/C=C/c1cccc(C(F)(F)F)c1)Nc1ccc(Cl)cn1
  2	5	7	0	0	10	-3	3	-7
> COc1cccc(C2=NN(C(=O)c3cccs3)C(O)(C(F)(F)F)C2)c1 (stereo not drawn)
  13	-8	-9	-1	-7	-1	-1	11	-1
> C=CCc1cccc2cc(C(=O)Nc3cccc(C(=O)O)c3)c(=O)oc12
  -5	55*	25	x	21	-12	-1	x	1
> O=C(NC(=S)Nc1ccc2oc(-c3ccncc3)nc2c1)c1ccccc1F
  5	-8	-4	7	-1	20	24	-164	6
> COc1ccc(Cn2c(CCCO)nc3ccccc32)cc1OC
  -2	-17	1	2	5	10	5	22	-10
> Cc1ccc(/C=C/C(=O)CCC(=O)O)cc1
  0	-20	-11	-2	-25	7	10	4	-3
> Cc1ccc(C(=O)NC(=S)Nc2ccc(Oc3ccc(Cl)cc3)cc2)cc1
  16	0	0	1	-1	20	13	18	6
> O=[N+]([O-])c1ccc(P(=O)(Cc2ccccc2)c2ccccc2O)cc1 (stereo not drawn)
  10	7	-7	0	-7	3	-3	9	5
> CN(C)c1ccc(Nc2nc(N)c3ccccc3n2)cc1
  0	96*	99*	1	95*	19	19	13	0
> CS(=O)(=O)N1CCn2c1nc1ccccc12
  -5	-2	0	-1	1	-11	1	13	5
> O=C(COc1ccc(-c2ccccc2)cc1)Nc1cccnc1
  2	16	16	1	4	9	0	9	-2
> COc1ccc(C(=O)OCC(=O)c2ccc[nH]2)c(OC)c1
  2	-11	16	-3	-10	15	1	1	-5
> COc1ccc(S(=O)(=O)N2CCC(C(=O)NC3CC(C)(C)NC(C)(C)C3)CC2)cc1
  -13	-9	-4	1	2	5	-2	20	-2
> CC1CC(NC(=O)Cc2ccc(Br)cc2)CC(C)(C)C1 (stereo not drawn)
  19	-12	-5	-3	5	-15	11	24	4
> CC(=O)/C(=N\Nc1ccc(C)cc1)Sc1nncn1C
  -8	-11	-2	0	-7	8	26	17	-4
> O=C(CSc1ncnc2c1cnn2CCc1ccccc1)Nc1cccc(C(F)(F)F)c1
  16	-10	3	-4	19	11	10	1	0
> COC(=O)c1cc(CNC(=O)C2CC(=O)N(c3ccc4c(c3)OCCO4)C2)ccc1OC (stereo not drawn)
  1	2	3	1	3	9	6	4	-3
> CCOc1ccc(NC(=O)C2CCCN(S(=O)(=O)c3ccc4[nH]c(=O)ccc4c3)C2)cc1 (stereo not drawn)
  2	5	-2	1	9	12	-9	-6	3
> CCCCN(CC)CCNC(=O)Cn1cc2c(n1)-c1c(oc(C(=O)N3CCCC3)c1C)CC2
  7	-3	10	-3	-8	-1	2	-24	8
> Cc1ccc(S(=O)(=O)NCCC(=O)N2CCN(S(=O)(=O)c3ccccc3)CC2)cc1C
  -1	-6	-1	-1	0	2	-12	-2	5
> COc1cc(OC)cc(C(=O)N2CCC(C(=O)Nc3ccc4c(c3)OCCO4)CC2)c1
  1	3	-2	2	-12	-3	-4	21	8
> Cc1cc(C)c2ccc3c(C)c(C)n(C)c3c2n1
  3	-3	11	-6	2	-7	3	-416	-1
> COC(=O)c1ccc(OC)c(NS(=O)(=O)c2ccc(-n3cnnn3)cc2)c1
  -7	-12	-13	-1	-10	12	-13	-5	-1
> COc1ccc(CNCCC(c2ccc(F)cc2)c2ccc(OC)cc2)cc1 (stereo not drawn)
  12	-40	-6	1	-14	23	12	25	-7
> COc1ccc2c(c1)c(=O)c(C(=O)c1ccccc1)cn2Cc1ccc(C)cc1
  18	-9	-4	1	5	20	15	-24	12
> CN(C)C1CCN(C(=O)c2cccc(OC3CCN(S(=O)(=O)N(C)C)CC3)c2)C1 (stereo not drawn)
  11	15	8	4	0	14	-8	7	-3
> Cc1csc(NC(=O)CSc2ccc(-c3ccccn3)nn2)n1
  -20	1	12	-3	-3	15	1	6	-12

Single records, from the list above. Screens in order: Apaf-1 inh | SENP6 block | SENP7 inh | SENP1 FRET inh | SENP8 block-1 | NLRP3 yeast inh | PfGluPho inh | SENP8 block-2 | HKDC1 inhibitor
CCCCN(CC)CCNC(=O)Cn1cc2c(n1)-c1c(oc(C(=O)N3CCCC3)c1C)CC2 across the screens: 7 | -3 | 10 | -3 | -8 | -1 | 2 | -24 | 8
COc1ccc(CNCCC(c2ccc(F)cc2)c2ccc(OC)cc2)cc1 (stereo not drawn) across the screens: 12 | -40 | -6 | 1 | -14 | 23 | 12 | 25 | -7

The results go on.
Each structure is followed by: Apaf-1 inh	SENP6 block	SENP7 inh	SENP1 FRET inh	SENP8 block-1	NLRP3 yeast inh	PfGluPho inh	SENP8 block-2	HKDC1 inhibitor
> CC(C)CN(C(=O)COC(=O)c1cc2ccccc2cc1O)c1c(N)n(Cc2ccccc2)c(=O)[nH]c1=O
  x	x	x	3	x	x	-8	-418	8
> CSc1nc(C)cc(Oc2ccc(OCCOc3ccccc3)nn2)n1
  10	-1	-1	1	7	1	-2	18	-8
> COc1cc(C(=O)NCCSc2ccccc2)cc(OC)c1OC
  -4	-5	-5	3	-7	10	6	9	-6
> COC1=C/C(=C/c2c(N)n3c(nc2=O)sc2cc(S(C)(=O)=O)ccc23)C=CC1=O
  1	12	5	-36	6	-35	5	-85	9
> Cc1cccc(NC(=O)CSCC(=O)Nc2cc(S(=O)(=O)N3CCOCC3)ccc2OC(C)C)c1
  10	-7	-10	0	9	12	1	7	0
> O=C(CCNC(=O)c1ccc(Br)cc1)NCCCc1ccccc1
  6	-11	0	2	-22	22	-1	13	-1
> Cc1nc2ccc(NC(=O)c3ccc(N4C(=O)CCC4=O)cc3)cc2s1
  -13	-8	-6	-1	-7	0	-7	4	5
> c1ccc(-c2noc(-c3ccccc3-c3ccccc3)n2)cc1
  11	-7	3	-1	-6	4	0	15	2
> CCN(CC)C1=N/C(=C\c2ccco2)C(=O)N1c1ccccc1
  10	-16	1	-87	-10	10	12	-357	-4
> COCC(C)NC(=O)Cn1c(SCc2ccccc2)nc2ccccc21 (stereo not drawn)
  5	-14	2	1	4	11	12	6	5
> COc1cccc(NC(=O)c2cccc(N3C(=O)C4CCC(C)CC4C3=O)c2)c1 (stereo not drawn)
  4	-8	6	2	-6	19	8	7	-4
> Cc1nc(N)sc1-c1csc(Nc2ccccn2)n1
  x	x	x	-39	x	x	29	-45	0
> Nc1nnc(Cc2c[nH]c3ccccc23)s1
  0	-16	-3	-48	-3	11	5	-25	-6
> O=C(CC(C(=O)O)c1ccc(Cl)cc1)c1ccc(Br)cc1 (stereo not drawn)
  2	3	0	-2	0	-10	-1	7	1
> COc1ccc(C(CNC(=O)/C=C/c2c(Cl)nc3ccccn23)N(C)C)cc1 (stereo not drawn)
  5	-23	-10	-4	-6	4	10	-59	-1
> COc1ccc(/C(C)=N\O)cc1OC
  -17	-13	0	-1	-1	11	-10	9	3
> CC(=O)c1cccc(OCC(=O)N(Cc2ccco2)c2c(N)n(Cc3ccccc3)c(=O)[nH]c2=O)c1
  -6	3	2	-4	0	4	1	-6	1
> CSCC[C@H](NC(=O)c1cccs1)c1nnc2ccccn12
  -7	13	10	2	3	4	-8	14	-5
> CC(C)Sc1oc(-c2ccco2)nc1S(=O)(=O)c1ccc(F)cc1
  24	6	3	-2	-4	24	20	-17	9
> CCCCC(=O)NC1(C(F)(F)F)C(=O)Nc2c1c(=O)[nH]c(=O)n2Cc1ccco1 (stereo not drawn)
  7	-13	-3	-11	-10	12	-10	1	-1
> COc1ccc(-c2cc(N3CCCC3)n3ncnc3n2)cc1
  8	-8	-7	-3	-8	11	7	-341	0
> C/C(=N\NC(=O)Cn1ccc(C(F)(F)F)n1)c1ccc(N2CCOCC2)cc1
  -15	-11	9	1	1	3	-10	-146	-6
> COC(=O)C1=C(C)N(CC2CC2)C(=NCc2cc(OC)c(OC)c(OC)c2)N[C@H]1c1ccccc1
  -4	15	2	0	5	-1	-1	10	-4
> COCCNC(=O)/C(C#N)=C\c1ccc(CNS(=O)(=O)c2ccccc2)o1
  -7	-15	-2	0	2	9	3	8	-4
> COCCN(C(=O)c1cc(-c2ccc(F)cc2)nc2ccccc12)c1c(N)n(CC(C)C)c(=O)[nH]c1=O
  x	x	x	-3	x	x	-6	-14	2
> Cc1ccc(C(=O)NNC(=O)Cc2nc3nc(C)cc(C)n3n2)cc1
  -3	-13	-18	3	-16	14	-6	10	-7
> Cn1cc(-c2nc3ccccc3[nH]2)c2ccccc21
  1	41	39	6	2	32	53	i	7
> CN(C)CC1C2CCC(C2)C1O (stereo not drawn)
  x	x	x	0	x	x	-10	17	-3
> CC1CCN(CC(=O)N2CC(=O)Nc3ccccc32)CC1
  -2	0	0	-1	0	2	-18	6	8
> CS(=O)(=O)N(Cc1ccc(C(=O)Nc2ccccc2Sc2ccccc2)cc1)c1ccccc1
  9	-14	4	4	-2	17	-8	22	-6
> N#CC1=C2N=C(N)c3ccccc3N2C2=C(C(=O)CCC2)C1c1ccc(F)cc1 (stereo not drawn)
  -15	-17	3	-3	6	3	9	27	2
> C/C(=N\O)C1(C)N(O)C(C)(C)C(c2ccco2)=[N+]1[O-] (stereo not drawn)
  4	-13	-8	1	-8	8	7	5	-8
> CCCCN(CCCC)CCCNC(=O)CN1C(=O)COc2ccc(S(=O)(=O)N3CCC(C)CC3)cc21
  10	-8	-23	1	-14	1	4	18	-7
